# Compound activity deposited in PubChem BioAssay by National Center for Advancing Translational Sciences (NCATS).
# hERG WT inh – KCNH2 (human, wildtype) channel inhibition; Q12809; U2OS, BacMam KCNH2, thallium flux FluxOr; active compounds read low; actives 0.37% (n = 340,000); activity change, % at 1.84 µM;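 active = maximum activity change below -70%; inconclusive = maximum activity change between -70% and -50%; inactive = maximum activity change above -50%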
#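 U2OS cells were transduced with wild-type KCNH2 virus (2.03 x 10^8 / mL) for 4 h at room temperature, then cultured overnight at 37 C. Thallium flux was read with FluxOr dye. Rate constants were normalized to DMSO controls.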
# B2AR arrestin – beta2AR (human) beta-arrestin recruitment activity. Potency, µM (titrated, usually from 46.1 µM), for the others: at the highest dose activation, hits mostly activators. AID 492947. P07550. actives 0.02% (n = 330,000). beta-arrestin recruitment to beta2AR, cell-based reporter;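 also: potency is read from the fitted curve at half-maximal effect; 0% = DMSO controls and full agonism = EC100 isoproterenol or metaproterenol; nearly all actives have a fitted effect of over 65% in size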
# PKM2 act – activators of human pyruvate kinase M2 | AID 1631 | purified PKM2, Kinase-Glo ATP luminescence, activation; response scale: 0% is enzyme alone, no compound | P14618 | Potency, µM (doses to about 57.5 µM), without a hit: top-dose activation, hits mostly activators | actives 0.34% (n = 260,000); also: potency is read from the fitted curve at half-maximal effect; nearly all actives have a fitted effect of over 55% in size
#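 Kinase-Glo luminescence reports ATP generated from ADP (0.1 mM) and PEP (0.5 mM) by purified hPK-M2 after 1 h at room temperature, pH 7.2 imidazole buffer; intermediate enzyme activity allows detecting inhibitors and activators.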
# Giardia kill – Giardia lamblia killing | actives 0.15% (n = 340,000) | activity change, % at 7.66 µM, hits read low | AID 540267 | Giardia lamblia trophozoite viability; in the data active = activity change below about -80%; inconclusive = between about -30% and that limit;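 also: parasites exposed to compound for two days anaerobically before the ATP read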
#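 Killing of trophozoites was scored by loss of ATP luminescence after a 48 hrs anaerobic exposure to compounds at 37 deg C, using 100 cells per well.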
# GALK inh – blocks human galactokinase activity; AID 1868; Purified GALK, Kinase-Glo residual ATP luminescence; actives 0.007% (n = 270,000); Potency, µM (doses to about 57.5 µM), for the others: top-dose activity change, negative = inhibition, actives largely listed as inhibitors; P51570; also: potency is read from the fitted curve at half-maximal effect
# Target sequence (P51570 whole entry, looked up): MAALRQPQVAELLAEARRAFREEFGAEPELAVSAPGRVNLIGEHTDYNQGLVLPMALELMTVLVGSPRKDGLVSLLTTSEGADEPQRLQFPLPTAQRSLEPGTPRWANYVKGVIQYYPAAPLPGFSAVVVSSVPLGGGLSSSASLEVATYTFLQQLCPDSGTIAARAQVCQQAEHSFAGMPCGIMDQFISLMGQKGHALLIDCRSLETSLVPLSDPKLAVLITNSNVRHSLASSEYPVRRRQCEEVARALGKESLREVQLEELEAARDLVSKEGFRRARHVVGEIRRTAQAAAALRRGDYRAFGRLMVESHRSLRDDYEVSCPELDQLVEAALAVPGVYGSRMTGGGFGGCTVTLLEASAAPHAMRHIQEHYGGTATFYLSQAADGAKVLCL
#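 Compounds were pin-transferred into ATP buffer (35 uM final), then GALK plus galactose (5 nM, 100 uM final) was added. After 1 h at room temperature, Kinase-Glo Plus was added and luminescence read after 10 min.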
# Coupling enz – coupling enzyme interference in Giardia aldolase counter-screen. AID 2472. actives 0.67% (n = 290,000). activity change, negative = inhibition, % at 58.2 µM, hits read low. coupling enzyme system counterscreen, AmpLite Red fluorescence; in the data active = activity change below about -30%
#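 Activity here indicates interference with the coupling reaction, not aldolase inhibition. Compounds at 57.5 uM final met coupling enzymes for 10 min at RT; substrate and AmpLite Red detection followed, with a 525/598 nm fluorescence read after 20 min.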
# Eya2 phos inh – Eya2 (human) phosphatase inhibition. O00167. recombinant Eya2, OMFP fluorescence dephosphorylation (OMFP is methylfluorescein phosphate). Potency, µM (series often up to 76.9 µM), for the others: at the top dose activity, negative = inhibition, actives largely listed as inhibitors. actives 0.006% (n = 330,000). AID 488837; also: potency is read from the fitted curve at half-maximal effect
#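 Eya2 (0.2 uM) preincubated 10 min at ambient with compound, then OMFP substrate added at 50 uM; 10 min reaction in 50 mM HEPES pH 7.5, 50 mM NaCl, 5 uM MgCl2, 0.05% BSA, 1 mM DTT. Fluorescence read at Ex 485/Em 525 nm.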
# BCR signal inh – blocks chronic active B-cell receptor signaling; actives 0.05% (n = 340,000); Potency, µM (highest dose often 46.1 µM), for the others: top-dose ratio change, negative = lower green/red ratio, most hits filed as inhibitors; ABC-DLBCL IkBa-CBG/CBR reporter, luminescence ratio, 4 h; active = well fitted inhibition curve with a large enough effect in the signal ratio, with a control signal flat, not every such curve was filed as active; inconclusive = small, poorly fitted or top-dose-only effect, or effect the other way, or a change in a side signal; the % refers to the signal ratio;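 also: potency is read from the fitted curve at half-maximal effect; plate controls were basal doxycycline-induced cells for no effect and cells given 10 µM MG132 for full effect; MG132 reads +100%, hits lower the ratio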
#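 Compounds up to 46 uM were incubated four hours with TMD8 cells whose green CBG68 luciferase is fused to IkappaBalpha; red CBR luminescence normalised the signal, and concentration-effect curves were fitted to fusion, red and ratio data.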
# uPA surface inh – cell surface uPA generation inhibition | actives 0.31% (n = 330,000) | Potency, µM (series often up to 38.3 µM), for inactives: top-dose activity change, negative = inhibition, actives largely listed as inhibitors | cell surface uPA generation assay, qHTS; active = well fitted inhibition curve with a large enough effect; inconclusive = small, poorly fitted or top-dose-only effect; inactive = no such curve, though single readings can be large or run the other way; tested in mouse RAW 264.7 cells; also: potency is read from the fitted curve at half-maximal effect; nearly all actives have a fitted effect of over 55% in size
# USP2a block – inhibitors of human ubiquitin-specific protease USP2a. O75604. actives 0.01% (n = 330,000). Potency, µM (top dose mostly 38.3 µM), without a hit: at the highest dose activity change, negative = inhibition, usual class: inhibitors. USP2 core, Ub-CHOP2 coupled fluorogenic reporter, 485/531. AID 463254;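 also: potency is read from the fitted curve at half-maximal effect; plate controls were DMSO wells for no effect and full inhibition by NEM control for full effect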
# Target sequence (O75604 whole entry, looked up): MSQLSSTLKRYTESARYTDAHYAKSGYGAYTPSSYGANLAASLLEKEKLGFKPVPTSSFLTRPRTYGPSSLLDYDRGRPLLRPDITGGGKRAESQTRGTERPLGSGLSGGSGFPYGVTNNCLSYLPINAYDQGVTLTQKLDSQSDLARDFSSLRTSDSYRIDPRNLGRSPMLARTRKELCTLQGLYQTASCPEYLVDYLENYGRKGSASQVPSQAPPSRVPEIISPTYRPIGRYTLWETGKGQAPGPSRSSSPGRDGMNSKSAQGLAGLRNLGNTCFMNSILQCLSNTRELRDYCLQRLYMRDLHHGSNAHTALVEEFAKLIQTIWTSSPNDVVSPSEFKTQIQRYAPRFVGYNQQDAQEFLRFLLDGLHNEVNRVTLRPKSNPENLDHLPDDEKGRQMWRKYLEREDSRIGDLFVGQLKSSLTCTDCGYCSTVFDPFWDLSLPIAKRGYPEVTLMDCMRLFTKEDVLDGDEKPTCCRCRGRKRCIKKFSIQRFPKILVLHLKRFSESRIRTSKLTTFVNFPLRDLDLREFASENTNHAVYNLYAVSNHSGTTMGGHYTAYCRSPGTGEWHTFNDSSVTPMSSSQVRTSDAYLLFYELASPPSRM
#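 USP2 core (10nM final) preincubated 30min RT with compound in 20mM Tris-HCl pH 8.0, 2mM CaCl2, 2mM beta-mercaptoethanol, 0.05% CHAPS; 25nM Ub-CHOP2 plus 25nM reporter substrate added, fluorescence (Ex485/Em531) read after 60min.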
# KCNH2 3.1 inh – blocks the human KCNH2 3.1 channel isoform | activity change, % (tested at about 1.8 µM) | actives 0.95% (n = 340,000) | U2OS KCNH2 3.1, thallium flux FluxOr; active compounds read low;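 active = maximum activity change below -70%; inconclusive = maximum activity change from -70% to -50%; inactive = maximum activity change above -50%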;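 also: thallium influx rate constant from kinetic fluorescence after stimulation buffer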
#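 U2OS cells transduced with KCNH2 3.1 mutant virus (1.77 x 10^8 /mL, 4 h), plated overnight at 37 C, loaded 45 min with FluxOr dye plus Red40 quencher. Thallium flux rate constant from kinetic reads after stimulation buffer, normalised to controls.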
# * hit, by the source's call; u = inconclusive; x = not tested or not shown; [ ] = another dose, or the depositor's remark. Unless noted, calls follow the shape of the dose curve; as a rule, active = well fitted curve in the direction sought with a large enough effect; inconclusive = small, poorly fitted or top-dose-only effect, or another doubt; inactive = no such curve, though single readings can be large; an effect the other way counts as inactive or inconclusive. Unless noted, % is scaled to controls: 0 for no effect and ±100 for the full control effect.
1) CN(NS(=O)(=O)c1ccc(Cl)cc1)c1nc(C(F)(F)F)nc2ccccc12
2) Cc1cc(C)c(C)c(S(=O)(=O)NCc2ccc(C(=O)N3CCCC3)cc2)c1C
3) N#Cc1c2c(c(-c3ccco3)[nH]c1=O)CCCC2
4) C=CCSc1nnc(CC(OC)OC)n1-c1ccccc1
5) C/C(CCc1oc2ccc(Br)cc2c1-c1ccc(C)o1)=N/O
6) Oc1ccccc1/C=N/Nc1nn[nH]n1
7) COc1ccc(CNC(=O)C2CC(=O)N(c3ccc(OCC(=O)N4C(C)CCCC4C)cc3)C2)cc1 (configuration not stated)
8) O=C(/C=C/c1ccc(-c2ccccc2[N+](=O)[O-])o1)c1ccco1
9) CC(C)N(C)CCOC(=O)c1ccccc1Br
10) CCOc1ccc(-n2cc(C(=O)N3CCCCCC3)c3cc(OC)c(OC)cc3c2=O)cc1

Screen / compound no.,1,2,3,4,5,6,7,8,9,10
hERG WT inh,-6,-4,0,-10,6,-9,-4,-3,0,-16
B2AR arrestin,0.1%,0.4%,-0.5%,-1.1%,1.0%,-0.7%,-0.3%,0.2%,0.9%,0.6%
PKM2 act,3%,4%,-1%,x,16%,-29%,-5%,0%,0%,3%
Giardia kill,-4,-9,-3,7,12,-4,0,-27,-10,-16
GALK inh,13%,1%,2%,0%,x,0%,-1%,2%,-2%,0%
Coupling enz,8,5,2,4,0,-4,-1,-19,0,3
Eya2 phos inh,-1%,-11%,19%,-7%,-5%,-6%,10%,4%,2%,15%
BCR signal inh,u,-10%,5%,13%,u,-8%,-7%,-2%,5%,-15%
uPA surface inh,0%,1%,9%,5%,1%,-5%,8%,-6%,4%,6%
USP2a block,2%,9%,0%,1%,1%,1%,1%,-1%,1%,0%
KCNH2 3.1 inh,-9,-30,9,x,-7,3,-15,-9,14,10

11) CCn1nc(C(=O)OCC(=O)N(CC(C)C)c2c(N)n(Cc3ccccc3)c(=O)[nH]c2=O)c2ccccc2c1=O
12) COc1ccc(NC(=O)CSc2nc3ccsc3c(=O)n2CCC(=O)O)c(OC)c1
13) COc1ccc(OC)c(S(=O)(=O)NC2CCSc3ccccc32)c1 (configuration not stated)
14) CCN(Cc1nc2ccccc2c(=O)[nH]1)C(=O)CN1C(=O)NC2(CCCCC2C)C1=O (configuration not stated)
15) NCCCC[C@H](N)c1nnc([C@H](CCC(=O)O)NC(=O)C2CCNCC2)o1
16) O=C(c1cc2ccccc2cc1O)N1CCN(c2ccc([N+](=O)[O-])cc2)CC1
17) COc1cccc(C2C(C#N)=C(N)OC3=C2C(=O)CC(c2ccco2)C3)c1OCc1ccc(F)cc1 (configuration not stated)
18) O=C(O)CCn1nnc(-c2ccccc2)n1
19) Cc1ccc(NC(=O)c2cc(-c3ccccc3)nn2-c2ccccc2)c(Br)c1
20) Cc1[nH]c(=S)[nH]c(=O)c1CCOc1ccccc1

Screen / compound no.,11,12,13,14,15,16,17,18,19,20
hERG WT inh,3,0,-4,1,3,-3,-9,1,-7,24
B2AR arrestin,0.0%,-0.1%,-0.9%,0.1%,-0.6%,0.1%,-0.2%,0.0%,-0.2%,-0.5%
PKM2 act,x,x,0%,x,-5%,x,28%,-29%,9%,0%
Giardia kill,-4,-3,12,-20,-11,-4,11,16,3,-5
GALK inh,x,-3%,18%,x,3%,x,-2%,1%,1%,0%
Coupling enz,x,9,-1,x,0,x,-4,5,-4,4
Eya2 phos inh,-6%,3%,-2%,5%,11%,4%,9%,-3%,0%,0%
BCR signal inh,0%,5%,-7%,0%,-14%,13%,16%,u,-1%,-6%
uPA surface inh,-8%,2%,1%,17%,8%,-6%,5%,1%,2%,-1%
USP2a block,-5%,3%,2%,9%,3%,3%,4%,-5%,1%,-1%
KCNH2 3.1 inh,1,-3,-33,-1,12,-41,-42,2,-18,x

21) Cc1ccc(Cn2ccnc2C(=O)Nc2ccccc2)cc1
22) CCOC(=O)c1ccc(N=C2S/C(=C\c3cc(C)n(-c4cccnc4)c3C)C(=O)N2C)cc1
23) CC1CN(C(=O)/C(C#N)=C2\N=C(NC(=O)c3ccccc3Cl)c3ccccc32)CC(C)O1 (configuration not stated)
24) O=[N+]([O-])c1ccc(OCc2cnc(Cl)s2)cc1
25) CCCOc1ccc2[nH]c(C(=O)N/N=C/c3cc(OC)c(OC)c(OC)c3)cc2c1
26) CCC(C)[C@H](NC(=O)N1CC(=O)Nc2ccccc21)C(=O)N1CCC[C@@H]1C(=O)O (some centres not stated)
27) COc1ccc(CNC(=O)CN2C(=O)NC3(CCCc4sccc43)C2=O)cc1OC (configuration not stated)
28) CC(C)N1CCC(N2CCN(Cc3nc4ccccc4s3)CC2CCO)CC1 (configuration not stated)
29) CC(=O)Nc1ccc(S(=O)(=O)N2CC3(C)CC2CC(C)(C)C3)cc1 (configuration not stated)
30) CCOC(=O)c1c(N)sc2c1CCC(CC)C2 (configuration not stated)

Screen / compound no.,21,22,23,24,25,26,27,28,29,30
hERG WT inh,12,3,x,-2,-11,-6,2,9,-16,11
B2AR arrestin,-0.2%,-2.2%,-0.1%,-0.1%,-0.5%,-0.4%,-0.1%,-0.8%,-0.1%,0.5%
PKM2 act,-2%,0%,0%,10%,-4%[11.5 µM],0%,x,-2%,-14%,7%
Giardia kill,-5,5,x,-12,3,11,6,14,4,43[activator]
GALK inh,8%,0%,2%,0%,6%,x,x,0%,-2%,-3%
Coupling enz,-3,-2,0,3,-3,-3,x,-3,3,-2
Eya2 phos inh,7%,0%,-2%,0%,-13%,16%,12%,14%,9%,-7%
BCR signal inh,-16%,7%,13%,u,u,-1%,u,-2%,3%,28%
uPA surface inh,0%,-4%,x,-13%,-3%,2%,-1%,-9%,-2%,-2%
USP2a block,2%,4%,3%,2%,-4%,1%,4%,2%,9%,4%
KCNH2 3.1 inh,x,13,x,-2,4,3,3,1,-12,-2

31) CCC1=NN2C(=N)/C(=C\c3ccc(OCc4cc(=O)n5nc(CC)sc5n4)c(OC)c3)C(=O)N=C2S1
32) CCC(NS(=O)(=O)c1ccc(C)cc1)C(=O)Nc1ccc(NC(C)=O)cc1 (configuration not stated)
33) Cc1ccc(C)c(C(=O)COC(=O)c2ccc(C)c(S(=O)(=O)N3CCOCC3)c2)c1
34) COc1ccc(NC(=O)C2CCN(C(=O)c3cccs3)CC2)cc1
35) CCS(=O)(=O)CCSC(=N)N

Screen / compound no.,31,32,33,34,35
hERG WT inh,-15,-28,0,4,1
B2AR arrestin,0.2%,-0.2%,-0.1%,0.1%,-0.3%
PKM2 act,5%,1%,x,-2%,-2%
Giardia kill,-3,-9,8,1,10
GALK inh,-1%,2%,x,-1%,-2%
Coupling enz,2,-7,x,2,1
Eya2 phos inh,-1%,7%,6%,20%,4%
BCR signal inh,2%,0%,0%,4%,u
uPA surface inh,8%,-2%,15%,-2%,u
USP2a block,2%,-4%,-4%,-2%,6%
KCNH2 3.1 inh,-23,-11,-11,14,16

# Sorted by SMILES length (rising): some entries from above.
6) Oc1ccccc1/C=N/Nc1nn[nH]n1
30) CCOC(=O)c1c(N)sc2c1CCC(CC)C2 (configuration not stated)
29) CC(=O)Nc1ccc(S(=O)(=O)N2CC3(C)CC2CC(C)(C)C3)cc1 (configuration not stated)
1) CN(NS(=O)(=O)c1ccc(Cl)cc1)c1nc(C(F)(F)F)nc2ccccc12
15) NCCCC[C@H](N)c1nnc([C@H](CCC(=O)O)NC(=O)C2CCNCC2)o1
22) CCOC(=O)c1ccc(N=C2S/C(=C\c3cc(C)n(-c4cccnc4)c3C)C(=O)N2C)cc1
17) COc1cccc(C2C(C#N)=C(N)OC3=C2C(=O)CC(c2ccco2)C3)c1OCc1ccc(F)cc1 (configuration not stated)

Screen / compound no.,6,30,29,1,15,22,17
hERG WT inh,-9,11,-16,-6,3,3,-9
B2AR arrestin,-0.7%,0.5%,-0.1%,0.1%,-0.6%,-2.2%,-0.2%
PKM2 act,-29%,7%,-14%,3%,-5%,0%,28%
Giardia kill,-4,43[activator],4,-4,-11,5,11
GALK inh,0%,-3%,-2%,13%,3%,0%,-2%
Coupling enz,-4,-2,3,8,0,-2,-4
Eya2 phos inh,-6%,-7%,9%,-1%,11%,0%,9%
BCR signal inh,-8%,28%,3%,u,-14%,7%,16%
uPA surface inh,-5%,-2%,-2%,0%,8%,-4%,5%
USP2a block,1%,4%,9%,2%,3%,4%,4%
KCNH2 3.1 inh,3,-2,-12,-9,12,13,-42
